Assay outcomes as filed in PubChem.
OX1R antag – human HCRTR1 antagonism; O43613; CHO/OX1R cells, Fluo-8 calcium fluorescence, orexin A; inhibition, % at 5 µM; hit rate 0.43% among 330,000;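 active means inhibition above its plate's threshold, mean inhibition of all tested compounds on the plate plus 3 SD, cut at about 37% in these data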;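 further: 0% = orexin A challenge wells and 100% = SB-334867-A antagonist wells; not every result past the cut was called active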
Target sequence (O43613 whole entry, looked up): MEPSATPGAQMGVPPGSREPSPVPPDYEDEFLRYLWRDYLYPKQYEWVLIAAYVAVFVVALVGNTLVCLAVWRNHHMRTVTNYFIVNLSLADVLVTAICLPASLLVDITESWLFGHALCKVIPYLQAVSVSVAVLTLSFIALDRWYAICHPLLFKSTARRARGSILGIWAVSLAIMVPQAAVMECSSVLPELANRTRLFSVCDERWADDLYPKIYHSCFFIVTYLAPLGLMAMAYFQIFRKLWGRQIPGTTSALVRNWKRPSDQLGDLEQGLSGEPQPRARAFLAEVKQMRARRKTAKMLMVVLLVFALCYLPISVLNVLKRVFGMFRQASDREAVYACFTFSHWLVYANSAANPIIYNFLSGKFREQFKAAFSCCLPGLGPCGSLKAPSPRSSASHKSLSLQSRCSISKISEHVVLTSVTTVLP
CHT PAM – human CHT allosteric activation | Q9GZV3 | CHT-expressing cells, membrane potential dye, choline EC20; stronger effect = higher value; LV-AA mutant CHT in HEK293 cells | B-score at 10 µM | hit rate 0.49% among 310,000;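 active means initial fluorescence not abnormally high and integrated response B-score, plate-corrected, over 3 SD above library mean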
Target sequence (Q9GZV3 whole entry, looked up): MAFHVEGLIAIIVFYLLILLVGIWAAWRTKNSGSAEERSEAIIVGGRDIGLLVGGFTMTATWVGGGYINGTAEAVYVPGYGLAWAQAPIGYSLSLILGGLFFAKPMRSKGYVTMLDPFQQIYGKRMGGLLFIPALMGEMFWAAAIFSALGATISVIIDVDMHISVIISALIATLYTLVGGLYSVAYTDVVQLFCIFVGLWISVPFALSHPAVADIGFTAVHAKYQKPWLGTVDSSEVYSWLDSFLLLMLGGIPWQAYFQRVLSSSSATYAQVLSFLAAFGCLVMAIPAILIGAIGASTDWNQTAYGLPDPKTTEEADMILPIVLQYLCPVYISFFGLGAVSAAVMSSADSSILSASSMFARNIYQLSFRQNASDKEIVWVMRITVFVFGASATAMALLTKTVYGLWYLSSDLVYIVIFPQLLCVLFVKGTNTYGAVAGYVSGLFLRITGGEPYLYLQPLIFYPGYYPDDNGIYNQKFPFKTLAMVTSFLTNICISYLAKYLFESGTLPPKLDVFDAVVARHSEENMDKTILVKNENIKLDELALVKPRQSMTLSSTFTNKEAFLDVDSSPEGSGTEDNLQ
Starred values were filed as active, the others as inactive; i = inactive; nt = not tested or not shown.

Molecule | OX1R antag | CHT PAM
Oc1cccc(C(=S)N2CCC(Cc3ccccc3)CC2)c1 | -9.7 | i
Cc1ccccc1NC(=S)N1CCCCCC1 | nt | i
COCCn1c(N/N=C(C)/C=C/c2ccccc2)nc2c1c(=O)[nH]c(=O)n2C | -25.1 | i
COc1ccc(Cc2c(N)nc(C)nc2N)cc1 | 3.0 | i
NS(=O)(=O)c1ccc(N/N=C/c2ccc(C(=O)O)cc2)c([N+](=O)[O-])c1 | -7.8 | i
COc1ccc(NC(=O)CC(Cc2ccc(Cl)cc2)C(=O)O)cc1 (centres undefined) | -9.8 | i
O=C(CCCN1C(=O)c2cccc3cccc(c23)C1=O)NCc1ccco1 | -29.1 | i
Cc1ccc(S(=O)(=O)NC2CC(C)(C)NC(C)(C)C2)cc1C | 1.9 | i
NS(=O)(=O)c1ccc(CNC(=O)C2CCCCC2)cc1 | -11.4 | i
Cc1ccc(-c2nnn(CC(=O)N(c3ccc4c(c3)OCCO4)C(C(=O)NCC3CCCO3)c3ccc(F)cc3)n2)o1 (centres undefined) | -45.1 | i
Cc1ccccc1NC(=O)Cn1nnc(C(=O)NCc2ccco2)c1N | 4.8 | i
C1=CCC(/C=N/n2cnnc2)CC1 (centres undefined) | -7.2 | i

Arranged by molecular weight (rising): 3 of the compounds above.
Molecule | OX1R antag | CHT PAM
COc1ccc(NC(=O)CC(Cc2ccc(Cl)cc2)C(=O)O)cc1 (centres undefined) | -9.8 | i
COCCn1c(N/N=C(C)/C=C/c2ccccc2)nc2c1c(=O)[nH]c(=O)n2C | -25.1 | i
Cc1ccc(-c2nnn(CC(=O)N(c3ccc4c(c3)OCCO4)C(C(=O)NCC3CCCO3)c3ccc(F)cc3)n2)o1 (centres undefined) | -45.1 | i

(next part)
Molecule | OX1R antag | CHT PAM
Nc1nnc(SCC(=O)c2ccc([N+](=O)[O-])cc2)s1 | -9.5 | i
CCOC(=O)[C@H]1[C@H]2COc3ccccc3[C@@H]2N2C(=O)c3cc(C)ccc3NC(=O)[C@@]12C | -20.3 | i
NC(=S)NN=C1c2cc(OCCN3CCOCC3)ccc2-c2ccc(OCCN3CCOCC3)cc21 | -16.4 | i
CCOC(=O)c1sc(NC(=O)Nc2ccc(Cl)cc2)cc1C | 66.7* | i
CCCOC(=O)C(C)n1c(-c2ccccc2)nc2ccccc2c1=O (centres undefined) | -28.2 | i
COC(=O)C(NC(=O)c1ccc(OC)cc1)(Nc1ncc(S(=O)(=O)c2ccc([N+](=O)[O-])cc2)s1)C(F)(F)F (centres undefined) | 3.9 | i
N#Cc1cccc(NC(=O)COC(=O)CCc2ccc(S(=O)(=O)N3CCOCC3)cc2)c1 | -11.3 | nt
C=CCn1c(COc2ccc(Cl)cc2)nnc1SCC(=O)NCC(=O)OCC | -26.5 | i
COc1ccc(/C=C(/NC(=O)c2ccccc2)C(=O)NCCN2CCOCC2)cc1OC | -8.5 | i
Cc1oc(-c2ccccc2)cc1C(=O)Nc1cccc(C(=O)O)c1 | -16.1 | i
Cn1c(SCC(=O)NCc2ccc(F)cc2)ncc(C(=O)Nc2ccccc2)c1=O | 4.4 | i
CCC(C)C(=O)Nc1nc(C)c(-c2csc(Nc3cc(Cl)ccc3OC)n2)s1 (centres undefined) | -23.6 | i
COc1ccc(CNC(=O)C2=CC(c3ccc(C)cc3)=NS(=O)(=O)N2C)cc1 | -29.0 | i
CN1CCC(=O)N([C@H](CN=[N+]=[N-])Cc2ccccc2)CC1 | -10.6 | i
CCc1nc(N[C@@H](Cc2c[nH]c3ccccc23)C(=O)O)c2oc3ccccc3c2n1 | -4.7 | i
O=C1CC(c2cccc(Oc3ccccc3)c2)NC(=O)N1 (centres undefined) | -13.6 | i
Cn1nnnc1Sc1ncnc2scc(-c3cccc4c3sc3ccccc34)c12 | 2.2 | nt
COCC(C)n1c(C)cc(C(=O)COC(=O)c2ccc3c(c2)NC(=O)CS3)c1C (centres undefined) | -14.3 | i
O=c1[nH]c2cc3c(cc2cc1CN(Cc1nnnn1CC1CCCO1)C1CCCCC1)OCO3 (centres undefined) | -29.2 | i
COc1ccccc1Cn1c(=S)[nH]c2cc(C(=O)NCCCN3CCOCC3)ccc2c1=O | 15.4 | i
CCCCSc1nc(C)cc(C)c1S(=O)(=O)c1ccccc1C | 22.6 | i
Cc1c(CCO)c(=O)n(C)n1C(=O)c1ccc(Cl)cc1 | -22.8 | i
O=C(NNc1c2ccccc2nc2ccccc12)C(O)c1ccccc1 (centres undefined) | -9.8 | i
Cc1ccccc1NC(=O)CSc1nnc(-c2ccoc2C)n1CCc1ccccc1 | 16.2 | i
CCCCN(CCCC)S(=O)(=O)c1ccc(NC(=O)Cc2cccs2)cc1 | 3.1 | i
Cc1ccc(NC(=O)c2ccco2)cc1C | -10.2 | i
CCOc1ccc(C(=O)NC(C(=O)NCc2ccccn2)C(C)C)cc1 (centres undefined) | -19.0 | i
CCCC(=O)NC(c1ccc(OC)cc1)c1c(O)ccc2ccccc12 (centres undefined) | -31.0 | i
Cc1nc(NC(=O)c2ccco2)sc1-c1csc(Nc2ccc(Cl)cc2)n1 | 0.2 | i
O=C(CCCOc1ccc(Cl)cc1)NCCc1ccccc1 | -23.0 | i
Nc1ccc(C(=O)OCC(=O)NC2CCCc3ccccc32)cc1[N+](=O)[O-] (centres undefined) | 0.4 | i
COc1ccccc1C(=O)Nc1ccnn1C1CCN(C(=O)C2CCOC2)CC1 (centres undefined) | -21.5 | i
COc1ccc2nc(SC)cc(C)c2c1 | -13.4 | i
Cc1cc(NC(=O)Nc2ccc(F)c(Cl)c2)no1 | 9.2 | i
COc1ccc(/C=C/C(=O)Nc2ccccc2C(=O)N2CCCC2)cc1 | -20.0 | i
COC(=O)c1ccc(NC(=O)CSCc2ccc(C)cc2)cc1 | -19.8 | i
CCOC(=O)CNC(=O)c1cn(C)c(=O)c2cc(OC)c(OC)cc12 | -10.1 | i
O=C(NCc1nnnn1-c1ccc(F)c(F)c1)c1cc2ccccc2o1 | 3.5 | i
CCOc1nc2cnccc2n(CC(=O)Nc2ccccc2C(=O)OC)c1=O | -22.0 | i
O=C(NCc1ccco1)c1ccc(Cl)s1 | 1.1 | i
O=C(Nc1nc(-c2ccncc2)cs1)c1ccc(F)cc1 | -13.9 | i
Cc1noc(C)c1COc1cccc(C(=O)NCc2cccc(Cl)c2)c1 | -18.9 | i
COc1ccccc1C(=O)NC(=O)CSc1nc2nc(C)cc(C)n2n1 | -9.6 | nt
O=c1c2ccccc2nc2ccccn12 | -20.9 | i
O=C(O)CSc1ncn[nH]1 | -15.9 | i
CCOc1ccc(/C(CCC(=O)O)=N/NC(=S)NC(C)C)cc1 | -15.8 | i
N#C/C(=C/c1ccccc1)C(=O)NCc1ccccc1 | -8.5 | i
COc1ccccc1-c1csc(NC(=O)c2cc(-c3cccs3)nc3ccccc23)n1 | -4.0 | i

Additional results follow:
Every second line gives: OX1R antag	CHT PAM
> CN(CCOc1ccccc1)S(=O)(=O)c1ccc2oc3ccccc3c2c1
 : 0.1	i
> CC(=NCCCNC1CCCCC1)C1=C(O)CC(C)(C)CC1=O
 : -4.8	i
> Cc1[nH]c2ccc(C(=O)N3CCN(c4ccc(F)cc4)CC3)cc2c1C
 : -31.8	i
> CCN1C(=O)c2cccc3c(S(=O)(=O)NC(Cc4ccccc4)C(=O)O)ccc1c23 (centres undefined)
 : -25.1	i
> CC(C)c1ccc(NC(=O)CN2C(=O)c3ccccc3S2(=O)=O)cc1
 : 3.7	i
> CCOC(=O)c1c(NC(=O)CSc2nnc(-c3cccc(C)c3)n2CC)sc(C(C)=O)c1C
 : -14.2	i
> CCOc1ccc(N(CC(=O)Nc2ccccc2C(=O)NCc2ccco2)S(C)(=O)=O)cc1
 : -15.7	i
> COCCCNCCOc1ccc(C(C)(C)c2ccccc2)cc1
 : -14.5	i
> O=C(O)CN1C(=O)C(=O)N(Cc2ccccc2F)C1=O
 : -2.6	i
> COc1ccc(-c2cc(=O)n(CCC#N)[nH]2)cc1
 : 2.6	i
> COc1ccc(N(C)C(=O)CCS(=O)(=O)c2cccc3nsnc23)cc1
 : -15.1	i
> COc1ccc(NC(=O)C2CCN(S(=O)(=O)c3cccc4nonc34)CC2)c(OC)c1
 : -13.5	i
> CN(C(=O)CN1C(=O)NC2(CCCc3ccccc32)C1=O)C1CCCCC1 (centres undefined)
 : -7.5	nt
> COCCn1c(SCCOc2ccccc2)nc2ccccc2c1=O
 : -24.5	i
> O=C(NCCOc1ccc(Cl)cc1)C1CC(=O)N(c2ccc3c(c2)OCCO3)C1 (centres undefined)
 : -13.9	nt
> COc1ccccc1Oc1nc2c(c(=O)n(Cc3ccccc3F)c(=O)n2C)n1C
 : -27.2	i
> COCCCN(Cc1cccs1)S(=O)(=O)c1csc(C(N)=O)c1
 : -10.2	i
> CC(=O)N1CCN(C(=O)c2ccc(C(=O)c3ccccc3)cc2)CC1
 : -0.4	i
> Cc1ccc(CC(=O)N/N=C/c2ccc(OC(=O)c3ccc([N+](=O)[O-])cc3)cc2)cc1
 : -2.0	i
> O=C(COC(=O)c1ccc(F)c(S(=O)(=O)N2CCOCC2)c1)NCc1ccc(F)cc1
 : -104.8	nt
> CC(=O)c1ccc(-c2nnc(CCC(=O)N(C)Cc3cccc4cnccc34)o2)s1
 : -24.0	i
> O=C(NCc1ccccn1)c1ccccc1OCc1ccc(Cl)cc1Cl
 : -14.2	nt
> CCOC(=O)CN(C(=O)CCC(=O)Nc1cc(C)on1)C(C(=O)NC1CCCC1)c1cccnc1 (centres undefined)
 : -12.2	i
> CC1(C)Cc2c(sc(NC(=O)/C=C/C(=O)O)c2C#N)CO1
 : -8.7	i
> CCOc1ccc(C2CC(=O)NC3=C2C(=O)CCC3)cc1Cl (centres undefined)
 : -2.7	i
> Cc1ccc(N2CC(C(=O)Nc3ccc(S(=O)(=O)Nc4ncccn4)cc3)CC2=O)cc1C (centres undefined)
 : -3.4	i
> NC(=O)C1CCN(c2ccc(S(=O)(=O)N3CCC(Cc4ccccc4)CC3)cn2)CC1
 : -2.1	i
> O=C(N/N=C/c1ccccn1)c1cc([N+](=O)[O-])cc([N+](=O)[O-])c1
 : 16.2	i
> Cc1ccccc1Nc1nc(-c2sc(NC(=O)c3ccco3)nc2C)cs1
 : -9.3	i
> CCn1nnnc1SCC(=O)N1c2ccccc2Sc2ccccc21
 : -8.9	i
> Cc1ccc(CNC(=O)c2ccc3c(c2)NC(=O)C(N2CCOCC2)S3)cc1 (centres undefined)
 : -9.6	i
> Cc1ccc(-n2nnnc2SCC#N)cc1
 : 7.1	i
> O=C(CS(=O)c1cccc(Cl)c1)Nc1ccccc1Cl (centres undefined)
 : -4.4	i
> CN(C)c1ccc(C(=O)Nc2ccc(CN3CCS(=O)(=O)CC3)cc2)cc1
 : -11.8	i
> CCn1c(CCCNC(=O)c2ccco2)nc2ccccc21
 : -18.2	i
> O=S(=O)(/N=C(/Nc1ccc(F)cc1F)c1ccccc1)c1ccc(Br)cc1
 : 7.1	i
> Nc1nc(SCC(=O)c2ccc([N+](=O)[O-])cc2)n[nH]1
 : -5.1	i
> CC(=O)c1ccc(NC(=O)CSc2nc(=O)n(CCN3CCOCC3)c3c2CCC3)cc1
 : -7.3	i
> O=P(COCCOCCOCCOCP(=O)(c1ccccc1)c1ccccc1)(c1ccccc1)c1ccccc1
 : -29.0	i
> COc1ccc(C(=O)CN2C(=O)COc3ccccc32)cc1
 : -6.4	i
> COc1ccc2oc(C(=O)NNC(=O)c3ccc(F)cc3)c(C)c2c1
 : -7.2	i
> CCOc1ccc(S(=O)(=O)NCCC(=O)NCC2COc3ccccc3O2)cc1 (centres undefined)
 : -0.8	nt
> Cn1c(=O)oc2cc(S(=O)(=O)NCCN3CCc4ccccc4C3)ccc21
 : -8.0	i
> Cc1cc(C(=O)N(C)C)sc1-c1ccccc1
 : -21.3	i
> C/C(=N\NC(=O)c1c(Cl)cnn1C)c1ccc(NC(=O)c2ccncc2)cc1
 : -14.4	i
> Brc1ccc(NCc2cccc3ccccc23)nc1
 : -26.8	i
> Cc1ocnc1C(=O)Nc1ccc(Cl)cc1
 : 6.1	i
> COc1cnc(-c2ccccc2)[nH]c1=O
 : -4.0	i
> O=[N+]([O-])c1ccccc1Nc1c2ccccc2nc2ccccc12
 : -7.0	i
> Cc1ccccc1CNC(=O)C1CCC(=O)N(Cc2cccc(F)c2)C1 (centres undefined)
 : -23.5	i
> C=CCOCCn1[nH]c2ccccc2c1=O
 : 0.1	i
> CC(=O)Nc1ccc(NC(=O)CSc2nc3c([nH]c4ccccc43)c(=O)n2-c2ccccc2F)cc1
 : -22.6	i
> O=C(Nc1cc(Cl)ccc1-n1cncn1)c1cc(S(=O)(=O)N2CCOCC2)ccc1F
 : -30.0	i
> CC(=O)Nc1ccc(NC(=O)CSc2nnc(-c3cccnc3)o2)cc1
 : -2.4	i
> C=CCn1c(CNC(=O)CCC)nc2ccccc21
 : -4.9	i
> O=C(COc1ccc(Cl)cc1Cl)NN1C(=O)C2C3C=CC([C@@H]2C1=O)C31CC1 (some centres undefined)
 : -7.8	i
> COC(=O)c1ccccc1NS(=O)(=O)c1cn(C)c(=O)n(C)c1=O
 : -13.4	i
> Cc1ccc(C2=NN(CCC(=O)NCCCN3CCOCC3)C(=O)CC2)cc1
 : -14.1	i

Shown field by field: 3 of the compounds above.
> COc1ccc2oc(C(=O)NNC(=O)c3ccc(F)cc3)c(C)c2c1
  OX1R antag: -7.2 | CHT PAM: i
> CCOc1ccc(S(=O)(=O)NCCC(=O)NCC2COc3ccccc3O2)cc1 (centres undefined)
  OX1R antag: -0.8 | CHT PAM: nt
> Cn1c(=O)oc2cc(S(=O)(=O)NCCN3CCc4ccccc4C3)ccc21
  OX1R antag: -8.0 | CHT PAM: i
